Rab9 prom act – activators of Rab9 promoter; Huh7 Rab9 promoter-luciferase reporter, luminescence, 24 h; Potency, µM (highest dose often 9.22 µM), for inactives: at the top dose activation, negative = inhibition, most hits filed as activators; 320,000 compounds, 2.8% hits; note: potency is the fitted concentration of half-maximal effect; % of control where 0% means no effect; nearly all actives have a fitted effect of over 60% in size
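Huh7 reporter line, Rab9 promoter upstream of luciferase. Compound exposure 24 h at 37 °C in reduced-serum medium with 10% FBS. Read-out: luminescence.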
p53 reactivation – mutant p53 re-activation in reporter cells; H1299 p53-A138V BP100-luciferase reporter, luminescence, 24 h; 320,000 compounds, 0.063% hits; Potency, µM (series often up to 92.2 µM), inactives show top-dose activity change, positive = activation, most hits filed as activators; note: potency is the fitted concentration of half-maximal effect; % of control where 0% means no effect; nearly all actives have a fitted effect of over 45% in size
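H1299 (p53-null), stable ts p53-A138V + BP100-Luc; 1000 cells/well, Opti-MEM/10% FBS; cpd 4 pt, 1:5; 24 h, 37 deg C, 5% CO2; detection reagent 10 min RT; luminescence.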
ELG1 repair inh – ELG1-dependent DNA repair inhibition | HEK293T ELG1-luciferase reporter, luminescence, 16 h; DNA damage induced by 5-fluorouridine | Potency, µM (series often up to 46.1 µM), without a hit: top-dose activity change, negative = inhibition, actives largely listed as inhibitors | 330,000 compounds, 2.3% hits | AID 504467; note: potency is the fitted concentration of half-maximal effect; % is set by controls: 0 for no effect and ±100 for the full control effect; nearly all actives have a fitted effect of over 55% in size
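In this reporter screen, reduction of luminescence relative to DMSO vehicle indicated activity. Compounds and 5-fluorouridine were added together to 2,000 cells per well, incubated for 16 hr at 37 °C, then developed with ONE-Glo.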
BRCA1 expr up – BRCA1 expression activation; MCF7-BRCA1-FFLuc reporter, luminescence, 48 h; response scale: scaled: vehicle 0%, 10 µM genistein 100%; Potency, µM (titrated, usually from 46.1 µM), without a hit: at the highest dose activation, hits mostly activators; 380,000 compounds, 1.1% hits; AID 624202; note: potency is the fitted concentration of half-maximal effect; nearly all actives have a fitted effect of over 80% in size; some results filed as inactive show a strong effect at the top dose
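MCF7-BRCA1-FFLuc, 2000 cells/well; 2 h attach, 37 °C/5% CO2; compound 48 h; luciferase substrate 15 min; luminescence end-point. Norm. to genistein 10 microM max activation and DMSO; concentration-response curves fitted.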
VP16 counter – counter-screen for ROR gamma inhibitors: Gal4-VP16 reporter | Drosophila S2 Gal4-VP16 UAS-luciferase, luminescence, 20 h | Potency, µM (highest dose often 53.6 µM), without a hit: at the top dose activity, negative = inhibition, actives largely listed as inhibitors | 310,000 compounds, 3.5% hits;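 note: Gal4-VP16 expression switched on by copper sulfate through the metallothionein promoter; potency is the fitted concentration of half-maximal effect; % is set by controls: 0 for no effect and ±100 for the full control effect; nearly all actives have a fitted effect of over 50% in size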
TRPV1 agonist – agonists of human vanilloid receptor 1 (TRPV1); Q8NER1; TRPV1-expressing cells, Fluo-8 calcium influx, agonist mode; activation, % at 8.33 µM; 320,000 compounds, 0.19% hits; AID 540275; in the data active = activation above about 80%; inconclusive = between about 30% and that limit; note: 0% is about no effect
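TRPV1-expressing cells were cultured overnight at 35.5C and loaded with Fluo-8 calcium dye for 40 to 90 min at room temperature. After a 10 s baseline, compound was added and calcium influx was read kinetically for 3 min (ex 480/em 520 nm).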
ELG1 genotoxic – induces genotoxicity in HEK293T cells with luciferase-tagged ELG1 | Potency, µM (series often up to 46 µM), without a hit: at the highest dose activity change, positive = activation, most hits filed as activators | HEK293T ELG1-luciferase reporter, luminescence, 16 h | 330,000 compounds, 1.3% hits | AID 504466; note: potency is the fitted concentration of half-maximal effect; % of control where 0% means no effect; nearly all actives have a fitted effect of over 60% in size
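HEK293T cells expressing luciferase-tagged ELG1 were treated with compound or DMSO for 16 hr at 37°C. Luciferase activity was then read after 30 min with ONE-Glo at room temperature; rising signal flags genetic stress.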
FLuc modulator – inhibits or activates purified firefly luciferase, miR-21 counter-screen; 360,000 compounds, 6.9% hits; P08659; Potency, µM (series often up to 57.5 µM), for the others: at the highest dose activity change, negative = inhibition, most hits filed as inhibitors; purified FLuc, Km substrates, luminescence inhibition; AID 588342;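 note: potency is the fitted concentration of half-maximal effect; plate controls were vehicle for no effect and reference inhibitor for full effect; nearly all actives have a fitted effect of over 55% in size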
Target sequence (P08659 whole entry, looked up): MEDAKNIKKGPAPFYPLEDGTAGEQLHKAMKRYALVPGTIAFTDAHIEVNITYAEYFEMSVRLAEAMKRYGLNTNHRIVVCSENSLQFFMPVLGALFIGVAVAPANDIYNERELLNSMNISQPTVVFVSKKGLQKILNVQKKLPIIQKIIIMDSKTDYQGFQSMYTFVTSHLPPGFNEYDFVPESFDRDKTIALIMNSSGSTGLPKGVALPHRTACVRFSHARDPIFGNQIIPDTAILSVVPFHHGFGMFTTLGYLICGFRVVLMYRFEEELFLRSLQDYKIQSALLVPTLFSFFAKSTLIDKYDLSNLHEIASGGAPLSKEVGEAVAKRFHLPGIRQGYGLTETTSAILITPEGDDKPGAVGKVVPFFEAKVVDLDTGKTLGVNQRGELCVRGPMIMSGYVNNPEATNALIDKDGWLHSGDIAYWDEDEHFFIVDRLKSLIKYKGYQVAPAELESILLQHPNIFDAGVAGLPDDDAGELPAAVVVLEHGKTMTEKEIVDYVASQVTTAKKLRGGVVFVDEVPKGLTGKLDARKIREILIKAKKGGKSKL
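Purified P. pyralis luciferase (10nM final) with 10uM D-luciferin and 10uM ATP (Km levels) in 50mM Tris acetate pH 7.5, 10mM Mg acetate, 0.01% Tween-20, 0.05% BSA; qHTS 6-point titration, ~60 µM downward; luminescence read.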
Tb PFK inh – blocks T. brucei phosphofructokinase | T. brucei PFK, ADP-Glo luminescence | O15648 | Potency, µM (series often up to 57.5 µM), for the others: at the highest dose activity, negative = inhibition, most hits filed as inhibitors | 330,000 compounds, 0.17% hits | AID 485367;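 note: potency is the fitted concentration of half-maximal effect; 0% = uninhibited 1x PFK enzyme wells and -100% = no-enzyme wells; nearly all actives have a fitted effect of over 60% in size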
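PFK 1.25 nM, F6P 0.5 mM, ATP 0.1 mM, 0.1 M TEA pH 8.0, 5 mM MgCl2, 0.01% Tween20, 0.1% BSA; 45 min RT. ADP-Glo readout. qHTS titration up to 57 uM; curves fitted, compounds curve-classed.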
RORg inh – ROR gamma (mouse) transcription inhibition. P51450. Drosophila S2 Gal4-RORgamma UAS-luciferase reporter, 20 h. Potency, µM (series often up to 53.6 µM), without a hit: at the top dose activity change, negative = inhibition, hits mostly inhibitors. 310,000 compounds, 5.4% hits. AID 2551; note: potency is the fitted concentration of half-maximal effect; % is set by controls: 0 for no effect and ±100 for the full control effect; nearly all actives have a fitted effect of over 60% in size
Target sequence (P51450 whole entry, looked up, the tested form may be a part): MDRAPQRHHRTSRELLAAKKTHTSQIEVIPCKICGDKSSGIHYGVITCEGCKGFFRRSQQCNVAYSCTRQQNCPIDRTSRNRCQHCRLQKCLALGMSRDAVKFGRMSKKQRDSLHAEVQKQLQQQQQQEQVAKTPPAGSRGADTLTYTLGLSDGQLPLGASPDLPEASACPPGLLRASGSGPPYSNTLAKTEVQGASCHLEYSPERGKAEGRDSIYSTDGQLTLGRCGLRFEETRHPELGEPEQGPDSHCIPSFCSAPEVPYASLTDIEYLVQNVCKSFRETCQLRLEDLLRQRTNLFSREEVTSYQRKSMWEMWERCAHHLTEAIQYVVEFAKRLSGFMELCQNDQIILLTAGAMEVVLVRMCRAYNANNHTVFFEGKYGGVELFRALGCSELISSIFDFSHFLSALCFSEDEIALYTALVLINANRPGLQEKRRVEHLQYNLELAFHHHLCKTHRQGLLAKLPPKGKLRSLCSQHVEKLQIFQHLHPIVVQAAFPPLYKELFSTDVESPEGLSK
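Schneider cells (Drosophila), stable Gal4 DBD–ROR gamma + UAS-luc; 1 hr cmpd preincubation; Cu2+ induction 700 uM final; 20 hr ambient; luminescence.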
NPC1 prom act – NPC1 promoter activation. Huh7 NPC1 promoter luciferase reporter, 24 h. Potency, µM (titrated, usually from 9.22 µM), for the others: at the top dose activation, usual class: activators. 320,000 compounds, 2.4% hits. AID 485313;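 note: potency is the fitted concentration of half-maximal effect; % of control where 0% means no effect; nearly all actives have a fitted effect of over 60% in size; reporter is driven by a mutant NPC1 promoter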
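Cells: Huh7 expressing luciferase under the NPC1 promoter, 1500/well. Seeded 2 h, compound added, incubated 24 h at 37 °C. Luciferase reagent, 10 min ambient, then luminescence.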
* hit, by the source's call; u = inconclusive; x = not tested or not shown; [ ] = dose if it differs, or a comment. Unless noted, calls come from the whole dose curve; as a rule, active = well fitted curve in the direction sought with a large enough effect; inconclusive = small, poorly fitted or top-dose-only effect, or another doubt; inactive = no such curve, though single readings can be large; an effect the other way counts as inactive or inconclusive. Compounds as they come; overall some 15% were active at least once.

#1 CC(C)S(=O)(=O)C1=NSC2=NC(=O)/C(=C\c3ccc(-c4ccccc4)o3)C(=N)N21
#2 CCCCN1Cc2ccccc2Oc2cc(Br)ccc2S1(=O)=O
#3 CCc1cc(C(=O)Cc2nc3ccccc3[nH]2)c(O)cc1O
#4 CC(=O)OC(C(=O)n1nc(C)cc1C)c1ccccc1 (centres undefined)
#5 O=C(NC(=O)c1ccccc1Cl)Nc1ccc(-c2cnco2)cc1
#6 N#Cc1ccccc1NC(=O)c1ccccc1OCC(=O)NCc1ccco1
#7 O=C(NCc1ccccc1Cl)c1ccc(Cn2cc(C(F)(F)F)ccc2=O)cc1
#8 Cc1c(C(=O)O)sc2nc(SCC(=O)Nc3ccc(S(=O)(=O)NC(C)(C)C)cc3)[nH]c(=O)c12

screen / no.	1	2	3	4	5	6	7	8
Rab9 prom act	-14%	x	-3%	x	19%	-1%	0%	0%
p53 reactivation	-5%	-1%	u	x	2%	-2%	3%	-3%
ELG1 repair inh	-24%	6%	u	x	-4%	-6%	-16%	-5%
BRCA1 expr up	0%	-16%	1%	5%	36%	10%	-22%	7%
VP16 counter	1%	x	-1%	9%	1%	-13%	-4%	-11%
TRPV1 agonist	4	x	-1	5	2	10	x	0
ELG1 genotoxic	-6%	-5%	u	x	1%	0%	0%	-1%
FLuc modulator	u	x	u	1%	-3%	-3%	4%	u
Tb PFK inh	-11%	3%	2%	x	2%	23%	-3%	-2%
RORg inh	u	x	u	-4%	9%	-1%	31%	u
NPC1 prom act	1%	x	9%	x	18%	4%	3%	0%

Single entries from above.
Tb PFK inh with compound 8 → -2%
NPC1 prom act with compound 3 → 9%
VP16 counter with compound 5 → 1%

Remaining list, next part:
#9 COc1ccc(NC2CC(=O)N(c3cccc([N+](=O)[O-])c3)C2=O)cc1 (centres undefined)
#10 CC(C)c1ccc(/C=C/C(=O)NCCCN2CCOCC2)cc1
#11 Fc1ccc(-c2nnc(CSc3nnc(-c4cccs4)o3)o2)cc1
#12 CCC1(CC)NC(=O)N(CC(=O)OCC(=O)NC(=O)c2ccc(Cl)cc2)C1=O
#13 Cc1cccn2c(=O)c(/C=C(\C#N)C(=O)NCc3ccco3)c(N3CCCCC3)nc12
#14 CCN1CCN(C(=O)C2CC(=O)N(c3ccc(Cl)cc3)C2)CC1 (centres undefined)
#15 CCOc1ccccc1NC(=O)/C(C#N)=C/c1cccnc1
#16 Cc1cc(C)nc(SCc2nnc(SCC(=O)Nc3nccs3)n2Cc2ccco2)n1

screen / no.	9	10	11	12	13	14	15	16
Rab9 prom act	-6%	2%	-7%	-3%	1%	-9%	-2%	0%
p53 reactivation	-6%	2%	3%	0%	-11%	-6%	0%	-26%
ELG1 repair inh	16%	u	u	u	18µM*	-2%	-11%	1%
BRCA1 expr up	-5%	-6%	4%	-7%	-10%	-5%	-27%	2%
VP16 counter	-10%	x	-19%	3%	-28%	5%	13%	-7%
TRPV1 agonist	-2	u	7	-5	10	0	-6	-1
ELG1 genotoxic	0%	1%	14%	3%	-4%	-2%	-1%	-1%
FLuc modulator	2%	21µM*	-15%	-16%	3%	-1%	-1%	-1%
Tb PFK inh	-2%	-4%	-6%	3%	3%	4%	1%	0%
RORg inh	16%	x	-13%	-10%	0%	-2%	20%	19%
NPC1 prom act	-4%	-1%	-5%	1%	-1%	2%	4%	-6%

#17 CCOc1cc(C(=O)NC(=S)Nc2nc(C)cc(C)n2)cc(OCC)c1OCC
#18 CC(OC(=O)Cn1c(C(F)(F)F)nc2ccccc21)C(=O)N1CCCc2ccccc21 (centres undefined)
#19 COc1ccc(Nc2ccc3c(c2)=NC2(CCCCC2)[N+]=3[O-])cc1
#20 CCOc1ccc(CN(C)CC(O)COC(c2ccc(OC)cc2)c2ccc(OC)cc2)cc1 (centres undefined)
#21 CCOC(=O)c1c(N)n(CCOC(=O)c2cccs2)c2nc3ccccc3nc12
#22 CCOc1ccccc1N1CCN(C(=O)CNC(=O)c2ccccc2F)CC1
#23 COc1cccc(-c2nnn(C/C(N)=N/O)n2)c1
#24 COc1ccc(Nc2cc(Nc3cccc(OC)c3)ncn2)cc1

screen / no.	17	18	19	20	21	22	23	24
Rab9 prom act	-3%	-1%	-40%[inhibitor]	1%	-3%	3%	u	u
p53 reactivation	-4%	-6%	-14%	5%	-7%	5%	u	9%
ELG1 repair inh	u	-10%	u	u	-25%	-2%	u	u
BRCA1 expr up	1%	-19%	-83%	-53%	-5%	8%	59%	80%
VP16 counter	u	11%	11µM*	u	5%	-10%	9%	7%
TRPV1 agonist	19	3	-3	-1	4	1	6	-5
ELG1 genotoxic	-2%	-2%	-5%	-8%	-4%	2%	8%	u
FLuc modulator	3%	1%	u	1%	3%	-2%	-19%	2.7µM*
Tb PFK inh	-3%	-4%	-16%	0%	-4%	-3%	0%	-10%
RORg inh	11µM*	5%	11µM*	u	15%	28%	25%[10 µM]	11%
NPC1 prom act	-12%	-4%	-42%[inhibitor]	-2%	-1%	1%	11%	u

#25 Cc1cc(C)c(S(=O)(=O)N2CCC(C(N)=O)CC2)cc1C
#26 Cc1ccc(S(=O)(=O)N2CCOCC2)cc1C(=O)NCCCn1ccnc1
#27 COc1ccc(CNC(=O)CN2c3ccccc3S(=O)(=O)c3ccccc32)cc1
#28 Oc1ccc(C=Nc2ccccc2-c2nc3ccccc3[nH]2)c(O)c1
#29 CC(=O)Nc1cccc(C(=O)OCCCOc2ccc(F)cc2)c1
#30 c1ccc(CNC23CC4CC(CC(C4)C2)C3)nc1
#31 Cc1nnc(SCC(=O)NCCN2C(=O)CSC2=O)n1-c1ccccc1
#32 O=[N+]([O-])c1cc([N+](=O)[O-])c(Oc2c(F)ccc(F)c2F)cc1NN1CCCCC1

screen / no.	25	26	27	28	29	30	31	32
Rab9 prom act	0%	17%	-2%	u	28%	-4%	-1%	-1%
p53 reactivation	3%	1%	-11%	u	u	-4%	18%	x
ELG1 repair inh	-3%	-4%	-17%	u	0%	-3%	2%	23%
BRCA1 expr up	23%	-1%	-14%	93%	u	1%	-6%	-1%
VP16 counter	-7%	-3%	-5%	u	-10%	1%	-20%	-10%
TRPV1 agonist	0	0	3	16	8	1	-2	80*
ELG1 genotoxic	-5%	-1%	-3%	u	5%	-6%	3%	6%
FLuc modulator	0%	1%	-1%	4.8µM*	u	1%	1%	-1%
Tb PFK inh	-5%	-3%	2%	6%	-2%	-3%	-6%	-1%
RORg inh	11%	5%	6%	-1%	15%	17%	-4%	-20%
NPC1 prom act	1%	0%	2%	u	u	-4%	0%	-8%

#33 Cc1ccc(-n2c(SCC(=O)N/N=C/c3c(C)nn(-c4ccccc4)c3C)nc3ccccc3c2=O)cc1
#34 CC(C)C(=O)NC(c1ccccc1)c1cc([N+](=O)[O-])c2cccnc2c1O (centres undefined)
#35 Cc1cnc(C(=O)OCC(=O)Nc2c(Cl)cc(Cl)cc2Cl)cn1
#36 CCOC(=O)c1cnc(N2CCOCC2)[nH]c1=O

screen / no.	33	34	35	36
Rab9 prom act	-5%	-4%	-3%	3%
p53 reactivation	-6%	7%	-1%	0%
ELG1 repair inh	23µM*	u	6%	5%
BRCA1 expr up	-53%	-74%	-2%	0%
VP16 counter	-7%	u	x	-6%
TRPV1 agonist	-1	-1	-5	7
ELG1 genotoxic	-3%	0%	1%	4%
FLuc modulator	2%	2%	-4%	0%
Tb PFK inh	0%	2%	-1%	-1%
RORg inh	44%	6.3µM*	x	12%
NPC1 prom act	-4%	-2%	0%	6%

Pulled by structure from above, 3 records:
#36 CCOC(=O)c1cnc(N2CCOCC2)[nH]c1=O
#33 Cc1ccc(-n2c(SCC(=O)N/N=C/c3c(C)nn(-c4ccccc4)c3C)nc3ccccc3c2=O)cc1
#35 Cc1cnc(C(=O)OCC(=O)Nc2c(Cl)cc(Cl)cc2Cl)cn1

screen / no.	36	33	35
Rab9 prom act	3%	-5%	-3%
p53 reactivation	0%	-6%	-1%
ELG1 repair inh	5%	23µM*	6%
BRCA1 expr up	0%	-53%	-2%
VP16 counter	-6%	-7%	x
TRPV1 agonist	7	-1	-5
ELG1 genotoxic	4%	-3%	1%
FLuc modulator	0%	2%	-4%
Tb PFK inh	-1%	0%	-1%
RORg inh	12%	44%	x
NPC1 prom act	6%	-4%	0%
